Bioassay records deposited in PubChem by The Scripps Research Institute Molecular Screening Center.
CHO parental Ca: counter-screen: ATP calcium response change in parental CHO cells. parental CHO-K1, ATP-induced calcium, Fluo-8 fluorescence. inhibition, % at 5.6 µM. 0.63% of 330,000 active;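 active = inhibition above that plate's mean sample inhibition plus 3 SD, cut at about 26% in these data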;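 note: 0% = ATP-challenged DMSO wells and 100% = DMSO wells without ATP; some compounds past the cut are filed as inactive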
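Measured by: calcium-sensitive Fluo-8 fluorescence / Test system: CHO parental line / Controls: ATP-challenged DMSO wells low, unchallenged DMSO wells high / Measure: % inhibition / Compound: single nominal dose of 5.6 µM per compound / Replicates: single well per compound, no replicates / Reagent: ATP as calcium-mobilizing challenge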
CHO-K1 Ca antag: counter-screen for M1 antagonists: effect in parental CHO-K1 cells | ATP-induced calcium, Fluo-8 fluorescence | inhibition, % at 3 µM | 0.6% of 360,000 active;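 active = inhibition above a per-plate cutoff, the plate's mean sample inhibition plus 3 SD, cut at about 24% in these data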;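 note: 0% = DMSO plus EC80 ATP and 100% = DMSO alone without ATP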
M1 ag parental: M1 agonist counterscreen hit in parental CHO-K1 cells. Fluo-8 calcium fluorescence; scaled to maximal ATP response, vehicle zero. activation, % at 3 µM. 0.48% of 360,000 active; in the data active = activation above about 15%;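 note: untransfected CHO-K1 host cells lacking M1 receptor as counterscreen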
V1R ag counter: activates human V1a receptor in oxytocin agonist counter-screen. P37288. CHO-V1R cells, Fluo-8 calcium fluorescence, agonist mode; 0% DMSO, 100% 3 nM vasopressin. activation, % at 3 µM. 0.25% of 320,000 active. AID 2797;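 active = activation above the mean activation of all tested compounds plus 3 SD, per screening run, cut at about 20% in these data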;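 note: signal is peak over basal fluorescence ratio across a 100 second FLIPR read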
Target sequence (P37288 whole entry, looked up): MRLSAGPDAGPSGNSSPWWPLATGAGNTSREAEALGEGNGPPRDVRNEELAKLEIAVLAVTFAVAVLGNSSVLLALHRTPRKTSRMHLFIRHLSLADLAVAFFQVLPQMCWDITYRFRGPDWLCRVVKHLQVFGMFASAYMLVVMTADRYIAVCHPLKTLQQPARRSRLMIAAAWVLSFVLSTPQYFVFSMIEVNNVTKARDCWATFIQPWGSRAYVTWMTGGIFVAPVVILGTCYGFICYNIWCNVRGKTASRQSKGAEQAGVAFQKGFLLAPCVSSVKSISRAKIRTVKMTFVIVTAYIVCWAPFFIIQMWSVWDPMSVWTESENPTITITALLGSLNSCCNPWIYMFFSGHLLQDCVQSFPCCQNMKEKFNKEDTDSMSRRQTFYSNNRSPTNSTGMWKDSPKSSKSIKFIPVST
OXTR agonist: activates the human oxytocin receptor; CHO-OTR cells, Fluo-8 calcium fluorescence; normalized: DMSO 0%, oxytocin 100%; activation, % at 3 µM; 0.32% of 320,000 active;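 active = activation above the mean of all tested compounds plus 3 SD, cutoff set per screening run, cut at about 20% in these data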;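 note: peak over basal fluorescence ratio from a 100 s FLIPR kinetic read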
Target sequence (P30559 whole entry, looked up): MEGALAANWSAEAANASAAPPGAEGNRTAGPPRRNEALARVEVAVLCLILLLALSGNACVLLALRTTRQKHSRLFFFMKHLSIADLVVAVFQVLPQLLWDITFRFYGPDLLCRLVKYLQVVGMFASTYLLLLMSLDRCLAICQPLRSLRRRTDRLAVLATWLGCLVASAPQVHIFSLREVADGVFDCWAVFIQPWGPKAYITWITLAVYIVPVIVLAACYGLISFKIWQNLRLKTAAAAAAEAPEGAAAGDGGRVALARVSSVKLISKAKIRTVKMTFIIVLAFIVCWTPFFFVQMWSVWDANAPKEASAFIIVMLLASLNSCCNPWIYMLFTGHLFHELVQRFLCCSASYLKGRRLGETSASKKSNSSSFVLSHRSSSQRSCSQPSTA
TAAR1 antag: human TAAR1 antagonism | Q96RJ0 | CHO RD-HGA16 TAAR1, Fluo-8 calcium fluorescence, antagonist | inhibition, % at 3 µM | 1.5% of 360,000 active | AID 624466;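 active = inhibition above a per-plate cutoff, the mean inhibition of test compounds on that plate plus 3 SD, cut at about 49% in these data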;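 note: 0% = DMSO plus EC80 beta-PEA response and 100% = DMSO alone without agonist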
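Assay system: CHO-derived RD-HGA16 cells stably expressing human TAAR1 plus Gα16. Timing: 140 s kinetic read after compound, 140 s after agonist. Technique: kinetic Fluo-8 calcium fluorescence measurement. Measure: % inhibition of agonist calcium response.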
OXTR potentiator: potentiators of human oxytocin receptor; P30559; CHO-OTR cells, Fluo-8 calcium fluorescence, potentiator mode; 0% = oxytocin EC15, 100% = EC100; activation, % at 3 µM; 0.061% of 320,000 active; AID 2445;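 active = activation above that plate's cutoff, the mean activation of tested compounds plus 3 SD, cut at about 6.6% in these data, passing the limit was not always enough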;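 note: 100% uses oxytocin at 75 nM as the full agonist control; some results filed as inactive read as strong as hits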
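Dosing: Single dose, 3.0 µM nominal final compound concentration | Material: Human OTR in CHO cells | Technique: Kinetic Fluo-8 calcium fluorescence | Benchmarks: EC15 oxytocin alone as 0%, 75 nM oxytocin as 100% | Probe or stimulus: Oxytocin at about EC15, sub-maximal agonist stimulus | Incubation: Compound 6 min at room temperature before oxytocin, 100 s read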
M1 PAM parental: nonselective activator or artifact in parental CHO-K1 calcium assay | ATP EC20, Fluo-8 calcium fluorescence; 0% at ATP EC20, 100% at ATP max | activation, % at 3 µM | 0.02% of 360,000 active | AID 602247;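 active = activation above the run cutoff, the mean activation of all test compounds plus 3 SD, cut at about 40% in these data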;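 note: peak over basal fluorescence ratio in a 140 s read after ATP addition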
GPR7 antagonist: blocks human GPR7 receptor signaling; inhibition, % at 4.4 µM; GPR7-expressing cells, fluorescence antagonist assay; 1.1% of 290,000 active; P48145; in the data active = inhibition above about 16%, passing the limit was not always enough;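 note: cells stimulated with the agonist NPW; 0% = agonist with vehicle and 100% = vehicle without agonist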
* hit, by the source's call; . = not tested or not shown. No enrichment for hits; overall some 3.5% were active at least once.

SMILES | CHO parental Ca | CHO-K1 Ca antag | M1 ag parental | V1R ag counter | OXTR agonist | TAAR1 antag | OXTR potentiator | M1 PAM parental | GPR7 antagonist
O=C(CSc1nnc(COc2ccc(Cl)cc2)o1)N(c1ccccc1)C1CCS(=O)(=O)C1 (stereo unspecified) | . | 16 | 2.7 | . | . | -6 | . | -8 | .
CCOc1ccc(C(=O)c2cnc3ccccc3c2N2CCN(CC)CC2)cc1 | -15 | -11 | 0.9 | 0.0 | -0.7 | 1 | 6 | 27 | -19
COc1cccc(-c2ccc3nnc(SCC(=O)N4CCCC4)n3n2)c1 | -7 | -6 | -0.6 | -1.1 | -2.5 | -15 | 2 | -6 | .
NS(=O)(=O)c1cccc(NC(=O)c2cccc(Oc3ccccc3)c2)c1 | -13 | 4 | 0.4 | 0.1 | 0.3 | 22 | -7 | 8 | 4
O=C(CCc1ccc(O)c(O)c1)NNC(=S)Nc1ccc(Br)cc1Cl | -4 | 6 | -0.3 | -0.8 | 0.3 | -15 | -4 | 9 | 13
COc1ccc(OC)c(C(O)c2nc3ccccc3n2C(C)C)c1 (stereo unspecified) | -11 | -7 | -0.1 | 0.1 | 0.0 | 9 | -4 | 13 | -3
COc1ccc(C(=O)OCC(=O)Nc2cc(S(=O)(=O)N3CCOCC3)ccc2N2CCCC2)cc1 | -15 | -15 | 0.2 | -0.9 | -1.7 | -15 | -5 | -8 | 9
O=C(O)c1ccc(CNC(=O)c2ccc(C(F)(F)F)cc2)cc1 | -11 | -6 | 0.1 | 0.9 | 0.5 | -3 | -2 | 21 | -10
FC(F)(F)c1ccc(N2CCOCC2)c(Nc2nc3ccccc3n3cnnc23)c1 | -19 | -24 | 0.4 | -0.4 | 1.1 | . | -4 | 15 | -2
O=C(Nc1ccc(N2C(=O)C3C4C=CC(C4)C3C2=O)cc1)Nc1nnc(C(F)(F)F)s1 (stereo unspecified) | 3 | 7 | 0.9 | -0.1 | 0.0 | 6 | -2 | 9 | 0
CN(C(=O)COC(=O)c1cc2c(s1)CCCCC2)c1ccccc1 | -15 | -12 | -0.2 | 0.8 | 0.8 | -17 | 0 | -14 | .
O=C(O)CCSc1nnc(-c2cccnc2)n1-c1ccccc1 | -3 | -6 | 1.1 | 0.6 | -0.3 | . | -5 | 20 | -7
COc1ccc(/C=N/Nc2nc3ccccc3o2)cc1O | -10 | -11 | 0.7 | 1.3 | -0.7 | 3 | -10 | 11 | -4
CN(C)S(=O)(=O)c1cccc(CSc2cccc[n+]2[O-])c1 | -4 | -5 | 0.1 | -0.4 | 0.2 | 1 | -11 | 15 | -7
Cc1ccc(C(=O)NCc2ccc3c(c2)OCO3)cc1Cl | -6 | 24* | 0.1 | 1.4 | 5.4 | 5 | -10 | -19 | 2
C[C@H](CO)N1C[C@H](C)[C@@H](CN(C)Cc2ccc3c(c2)OCO3)Oc2cc(Br)ccc2S1(=O)=O | . | 11 | 1.7 | . | . | 50* | . | 9 | .
O=C(c1cnn(-c2ccccc2)c1)c1ccccc1O | -20 | 3 | 0.5 | 0.7 | -1.8 | 14 | -12 | -1 | 2
Cc1cccc(Nc2nnc(SCC(=O)N(C)C3CCS(=O)(=O)C3)s2)c1C (stereo unspecified) | -3 | 0 | 0.1 | 0.9 | -0.5 | 3 | 2 | 4 | 1
COc1cc(NC(=S)NC(=O)c2cc(C)cc(C)c2)ccc1NC(=O)c1cccs1 | -11 | 11 | 0.0 | 1.2 | 0.4 | -6 | -3 | -3 | -19
COc1ccc(-n2cc(CNCCc3cscn3)c(-c3ccccc3Cl)n2)cc1 | -23 | . | . | 2.7 | 8.0 | 2 | -12 | . | 15

Looked up by structure from above:
SMILES | CHO parental Ca | CHO-K1 Ca antag | M1 ag parental | V1R ag counter | OXTR agonist | TAAR1 antag | OXTR potentiator | M1 PAM parental | GPR7 antagonist
O=C(c1cnn(-c2ccccc2)c1)c1ccccc1O | -20 | 3 | 0.5 | 0.7 | -1.8 | 14 | -12 | -1 | 2
COc1ccc(-n2cc(CNCCc3cscn3)c(-c3ccccc3Cl)n2)cc1 | -23 | . | . | 2.7 | 8.0 | 2 | -12 | . | 15

TAAR1 antag: hit marks shown above.
SMILES	TAAR1 antag	OXTR potentiator	GPR7 antagonist
C[C@H](CO)N1C[C@H](C)[C@@H](CN(C)Cc2ccc3c(c2)OCO3)Oc2cc(Br)ccc2S1(=O)=O	50*	.	.

By substructure: the compounds so far with a CF3 group
SMILES | CHO parental Ca | CHO-K1 Ca antag | M1 ag parental | V1R ag counter | OXTR agonist | TAAR1 antag | OXTR potentiator | M1 PAM parental | GPR7 antagonist
O=C(O)c1ccc(CNC(=O)c2ccc(C(F)(F)F)cc2)cc1 | -11 | -6 | 0.1 | 0.9 | 0.5 | -3 | -2 | 21 | -10
FC(F)(F)c1ccc(N2CCOCC2)c(Nc2nc3ccccc3n3cnnc23)c1 | -19 | -24 | 0.4 | -0.4 | 1.1 | . | -4 | 15 | -2
O=C(Nc1ccc(N2C(=O)C3C4C=CC(C4)C3C2=O)cc1)Nc1nnc(C(F)(F)F)s1 (stereo unspecified) | 3 | 7 | 0.9 | -0.1 | 0.0 | 6 | -2 | 9 | 0

Next part
SMILES | CHO parental Ca | CHO-K1 Ca antag | M1 ag parental | V1R ag counter | OXTR agonist | TAAR1 antag | OXTR potentiator | M1 PAM parental | GPR7 antagonist
CC(=O)Nc1ccc(S(=O)(=O)N2CN(c3ccc(C)cc3)c3nc4ccccc4nc32)cc1 | -12 | -12 | 0.8 | 0.0 | -0.5 | -19 | 4 | 21 | -15
O=C(/C=C/Nc1ccc(Nc2ccccc2)cc1)c1cccs1 | . | -20 | 2.5 | . | . | 21 | . | 26 | -9
C=C(C)[C@H]1CC=C(C)/C(=N/NC(=O)CNc2ccccc2OC)C1 | 2 | -2 | 0.1 | 14 | -1.0 | -24 | -2 | 6 | -11
COc1ccc(C)cc1NC(=O)C(NC(=O)c1cc(OC)c(OC)c(OC)c1)C(C)C (stereo unspecified) | -14 | -4 | -0.1 | -1.1 | -2.2 | 3 | 5 | 24 | 1
Cc1csc(=O)n1CCC(=O)OCC(=O)Nc1ncc(Cl)cc1Cl | -11 | -12 | 0.6 | 0.2 | -0.5 | -14 | 2 | 10 | .
O=C(COc1ccc(Br)cc1CO)Nc1ccc(S(=O)(=O)N2CCCC2)cc1 | . | 5 | 3.7 | . | . | 36 | . | -23 | .
COc1ccc(OCCC(=O)NC2=NCCS2)cc1 | -10 | -8 | 0.9 | 1.2 | 1.4 | -18 | -4 | 4 | 9
Cc1ccc(S(=O)(=O)N2CCSC2C(=O)O)cc1 (stereo unspecified) | -2 | -5 | 0.7 | 0.9 | 0.7 | -16 | -2 | 15 | -13
Cc1ccc(S(=O)(=O)C2(C(=O)N3CCN(C4CCCCC4)CC3)CC2)cc1 | -8 | -17 | 0.4 | 0.0 | -0.2 | 8 | -6 | 7 | 9
O=C(OCC(=O)N1N=C(c2ccc(Cl)cc2)CC1c1ccco1)c1cncc(Br)c1 (stereo unspecified) | -26 | -8 | -0.6 | 0.0 | 0.3 | -16 | 2 | 6 | .
COCCNC(=O)CSc1nc2scc(-c3ccccc3)c2c(=O)[nH]1 | -34 | -13 | 1.4 | 2.5 | 1.0 | -13 | -3 | 5 | -14
COC(=O)c1ccc(CNC(=O)CN2C(=O)NC(Cc3ccccc3)(c3ccccc3)C2=O)cc1 (stereo unspecified) | . | -2 | 0.7 | . | . | 0 | . | 10 | .
CCCc1c(C(=O)N/N=C/c2ccc(-c3ccccc3)cc2)nnn1-c1nonc1N | . | -1 | -0.2 | . | . | -22 | . | -3 | .
O=C(COC(=O)Cc1ccc(Br)cc1)NCc1cccs1 | -9 | -10 | 0.4 | 0.3 | -0.7 | -9 | -6 | 15 | .
COC(=O)c1sc(NC(=O)COc2cccc3ccccc23)nc1C | 4 | -3 | 7.2 | 1.8 | 0.2 | -13 | -8 | -2 | 6
NS(=O)(=O)c1ccc(-c2c(-c3ccccc3)sc3ccccc23)cc1 | -8 | -2 | 0.0 | 1.4 | 1.7 | 4 | 2 | -1 | .
CC1(C(=O)NS(=O)(=O)C2CC2)CCCN(C(=O)c2cccc(Cl)c2)C1 (stereo unspecified) | . | -6 | -0.1 | . | . | -6 | . | 5 | .
CCN(CCN(C)C)C(=O)Cn1ncc2c1-c1cc(C)ccc1OC2 | -3 | -2 | -0.2 | 0.3 | 2.8 | -8 | -19 | -2 | -6
C=CC[C@@H](Cc1ccc(F)cc1)C(=O)OC[C@@H]1CCCN1C(=O)[C@@H](CC=C)CC(=O)N[C@H](CO)Cc1ccccc1 | -7 | -8 | 8.0 | 5.9 | 2.7 | 66* | -10 | 7 | .
CCOC(=O)C1=C(C)N(CCCCCC(=O)O)C(=O)NC1c1ccccc1OS(=O)(=O)c1ccc(C)cc1 (stereo unspecified) | -14 | -19 | 0.3 | -0.2 | -0.1 | 5 | -8 | 16 | .
COC(=O)c1c(-c2cc(OC)cc(OC)c2)sc2ccc(OC)cc12 | -23 | -22 | 0.1 | 1.3 | -0.2 | 21 | -4 | 25 | .
CCOC(=O)c1ccc(NC(=S)NCCCN2CCOCC2)cc1 | -11 | -20 | 1.9 | 0.6 | 1.9 | -14 | -13 | 21 | -3
Cc1cn(C2OC(CC(=O)Oc3ccccc3)C(O)C2O)c(=O)[nH]c1=O (stereo unspecified) | -2 | -14 | 0.1 | -1.1 | 0.5 | -4 | -1 | 11 | .
COc1ccc(NC(=O)CN(C)C(=O)c2ccc(N3CCOCC3)c([N+](=O)[O-])c2)cc1 | 0 | 1 | 1.7 | -0.7 | -0.9 | 0 | 2 | 3 | .
Clc1ccc(/C=N/c2c(-c3ccco3)nc3ccccn23)cc1 | 5 | -23 | 1.4 | 1.8 | 1.1 | 7 | -5 | 20 | 12
Cc1ccc(Nc2ccc(S(=O)(=O)N3CCOCC3)cc2[N+](=O)[O-])c(C)c1 | -10 | -6 | 3.5 | 1.2 | -0.6 | 2 | -9 | 10 | 3
N#Cc1ccccc1/C=N/Nc1nc(-c2ccccc2)c2cc(Cl)ccc2n1 | -12 | -2 | -0.1 | -0.5 | -0.5 | -6 | -1 | -1 | -10
COc1ccc(CCN(C)C(=O)CN2C(=O)NC3(CCCc4ccccc43)C2=O)cc1OC (stereo unspecified) | -21 | -11 | -0.1 | -0.6 | -0.4 | -7 | -6 | -21 | .
Cc1oc2ccc(OC(=O)COc3c(F)c(F)c(F)c(F)c3F)cc2c1C(=O)OC(C)C | -13 | -4 | -0.4 | 0.6 | -0.1 | -5 | -3 | 16 | -17
CCS(=O)(=O)N1CCN(c2ccc([N+](=O)[O-])c(NCc3ccccc3)c2)CC1 | -18 | -7 | 0.8 | 0.0 | -0.3 | -1 | -11 | 16 | 12
COc1ccc(CNC(=O)Cc2c[nH]c3ccccc23)cc1OC | -6 | -9 | 6.5 | 0.6 | 0.2 | -16 | -4 | 8 | -2
COCCCN1C(=O)c2ccccc2C1C(=O)NC1CCCCCC1 (stereo unspecified) | 4 | -31 | 0.7 | 0.8 | 2.7 | 13 | -1 | 23 | -5
